MT stabilizer: microtubule stabilizers in HeLa cells | HeLa tubulin immunostaining HCS, 24 h; share of cells brighter than vehicle mean+2SD | % tubulin-high responders, % at 10 µM | hit rate 0.83% among 200,000;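 active means plate Z-score above 3 for both tubulin-high and condensed-nucleus cell shares, with cell loss under 80%, at 10 µM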;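 further: anti alpha tubulin signal scored within the nucleus-defined area of each cell; some results filed as inactive read as strong as hits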
T cell HTS: modulates CD8 T cell binding to vesicles. hit rate 0.068% among 330,000. 2C CD8+ T cell-vesicle binding, flow cytometry; active compounds read low. calls only at 7 µM;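 active means response, share of CD8 T cells binding vesicles, and their 90th percentile fluorescence all below set limits, cut at about 80% in these data, passing the limit was not always enough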
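incubation = binding step 1.5 h, 37 °C, antibody labelling 20 min, ice | test system = 2C mouse CD8+ T cells | read-out basis = percent CD8+ FL2 mean versus row control | controls = Peptide-free naked vesicles (low) and QL9 vesicles with 0.7% DMSO vehicle (high) | detection = flow cytometry of vesicle-bound cells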
Yfh1-depleted yeast: mitochondrial function rescue without frataxin homolog – Friedreich's ataxia, plus single-dose screen, dose response (AID 1465) | hit rate 0.074% among 220,000 | S. cerevisiae Yfh1-off respiration, WST-1 reduction, 72 h; higher fold induction means a stronger effect | one-dose fold induction at 50 µM; EC50 in µM for titrated hits;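 active means fold induction of absorbance versus untreated yeast above a set limit, then at least 30% activation at any dose in follow-up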;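 further: activators that raise dye reduction in frataxin-depleted yeast; strong numbers were not always called active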
Autophagy HCS: alters autophagy in cells | hit rate 0.98% among 190,000 | calls only at 10 µM (by protocol) | MEF GFP-LC3 puncta imaging; test concentration mostly 10 µM;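 active means percentage of spot-positive cells more than 3 SD above its plate mean, without a fluorescence outlier flag or 80% toxicity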;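 further: spot-positive cell cutoff set from DMSO-treated cells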
M1AAP inhibition: malaria alanyl aminopeptidase activity blockers – biochemical, fluorogenic H-Leu-NHMec substrate, 1536-well (AID 1445). recombinant M1AAP, H-Leu-NHMec fluorogenic kinetic assay; higher % means a stronger effect. one-dose inhibition, % at 30 µM; IC50 in µM for titrated hits. hit rate 0.42% among 220,000;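 active means primary inhibition above the hit cutoff, then over 50% inhibition at one or more dose response concentrations, cut at about 23% in these data, passing the limit was not always enough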;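 further: plate controls were DMSO full reaction for no effect and no enzyme background for full effect; strong numbers were not always called active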
WT yeast gro inh: growth inhibition of WT yeast, mitochondrial fusion screen; mitochondrial fusion phenotypic screen, WT strain; inhibition, % at 10 µM; hit rate 2.1% among 190,000; in the data active means inhibition above about 58%; tested in S. cerevisiae
M17LAP inhibition: P. falciparum M17LAP inhibitors, primary screen, biochemical, fluorogenic H-Leu-NHMec substrate, 1536-well (AID 1619); recombinant M17LAP, H-Leu-NHMec fluorogenic kinetic assay; higher % means a stronger effect; one-dose inhibition, % at 30 µM; IC50 in µM for titrated hits; hit rate 0.38% among 220,000;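 active means compound inhibiting the enzyme by more than half at any dose during confirmatory dose-response retesting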;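 further: plate controls were full reaction with DMSO carrier for no effect and no enzyme background for full effect; strong numbers were not always called active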
b-catenin transl: modulators of beta-catenin nuclear translocation | HeLa beta-catenin nuclear translocation, immunofluorescence imaging | nuclear translocation activity, % at 5 µM | hit rate 0.3% among 190,000 | AID 1665;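 active means nuclear translocation activity above 50% at 5 µM, with a well cell count of 50 or more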;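 further: per-cell ratio of nuclear to cytoplasmic median beta-catenin stain intensity; plate controls were DMSO negative control for no effect and GSK-3 inhibitor IX positive control for full effect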
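System: Human HeLa cells, endogenous beta-catenin | Compound dosing: 5 µM primary, 0.02–20 µM confirmation | Timing: 24 h compound exposure at 37°C, 5% CO2 | Measured by: Fluorescence imaging of beta-catenin antibody stain plus DAPI | Read-out basis: % activation of per-cell nuclear versus cytoplasmic median beta-catenin signal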
Dynein transport: dynein cargo transport inhibition. 3617.4 mouse cells, GR-EGFP nuclear translocation imaging; test concentration mostly 20 µM; stimulated with dexamethasone, 1 µM; active compounds read low. z-score, hits read low. hit rate 0.47% among 220,000. AID 1381;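 active means plate z-score of nuclear minus cytoplasmic receptor signal below a set negative limit, without overly bright fluorescence or cell loss, cut at about -3.5 in these data, passing the limit was not always enough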;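 further: z-score of nuclear minus cytoplasmic ring GR-EGFP intensity difference per well; some compounds called inactive have numbers as strong as hits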
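Buffer or medium: tet-free, stripped-serum medium; Also added: dexamethasone, 1.0 µM final; Technique: high-content fluorescence imaging after fixation; Times: 48 h induction, 1 h compound, 30 min dex at 37 °C; Read-out: per-cell GR-EGFP intensity, nucleus versus surrounding cytoplasmic ring, well-averaged.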
WT yeast gro inh mutant strain: also measured in WT yeast gro inh; calls as there; inhibition, %; mitochondrial fusion phenotypic screen, mutant strain inhibition
Dynein transport cytoplasmic EGFP: also measured in Dynein transport; calls as there; z-score; measured here: cytoplasmic GR-EGFP intensity; active compounds read high
Dynein transport nuclear GR-EGFP: second read-out of Dynein transport, no call of its own (marks repeat the call); z-score; measured here: nuclear GR-EGFP intensity;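 lower value marks the stronger effect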
Dynein transport cell count: also measured in Dynein transport; calls as there; z-score; measured here: cell count per field
b-catenin transl cell count 5 µM: recorded beside b-catenin transl, whose call it bears; cell count; measured here: cell count, cytotoxicity flag
T cell HTS vesicle-bound %: further read-out of T cell HTS, marked with its call; double positive events, %; measured here: CD8+ vesicle-bound cell fraction;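 binding gate set so that unloaded-vesicle control wells show 10% double positive cells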
MT stabilizer Hoechst-high %: second read-out of MT stabilizer, no call of its own (marks repeat the call); % Hoechst-high responders; measured here: nuclear condensation Hoechst responders;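 share of cells brighter than vehicle mean plus two SD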
MT stabilizer cytotoxicity %: also measured in MT stabilizer; calls as there; toxicity, %; measured here: cytotoxicity by cell density;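 0% = mean cell density of plate MIN control wells and 100% = no cells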
Autophagy HCS cell loss 18 h: recorded beside Autophagy HCS, whose call it bears; toxicity, %; measured here: cell loss, nuclei count;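 cell loss after 18 h compound exposure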
The depositor's hits bear a star; i = inactive; / = not tested or not shown.

Second line of a record – MT stabilizer, MT stabilizer Hoechst-high %, MT stabilizer cytotoxicity %, T cell HTS, T cell HTS vesicle-bound %, Yfh1-depleted yeast, Autophagy HCS, Autophagy HCS cell loss 18 h, M1AAP inhibition, WT yeast gro inh, WT yeast gro inh mutant strain, M17LAP inhibition, b-catenin transl, b-catenin transl cell count 5 µM, Dynein transport, Dynein transport cytoplasmic EGFP, Dynein transport nuclear GR-EGFP, Dynein transport cell count
COc1cc(-c2cc(C(=O)NN3CCN(C)CC3)c3ccccc3n2)cc(OC)c1OC
→ 2.3, 3.0, 6.5, i, 40, i, i, -1, 9%, -5, -11, 10%, /, /, 0.29, -0.16, 0.67, -1.4
COc1ccc(OCC(=O)Nc2nc3ccccc3[nH]2)cc1
→ 1.1, 1.6, 8.9, i, 53, i, i, -2, 4%, 20, 14, -12%, /, /, 0.2, -0.17, 0.27, 0.24
CCOC(=O)N1CCN(C(=O)c2cn(C)c3ccc(S(=O)(=O)N4CCC(C)CC4)cc3c2=O)CC1
→ 3.6, 3.2, 8.1, i, 24, i, i, 15, 5%, -7, -6, -1%, -2.2, 1125, -0.43, -0.25, -0.52, 0.87
Cc1ccoc1C(=O)N1CCCCC1C(=O)O (stereo unspecified)
→ 2.0, 1.5, 6.7, i, 46, i, i, -25, 2%, -4, -4, 0%, -1.1, 1138, 0.55, -0.26, 0.46, -0.48
COc1ccc2c(Cl)c(C(=O)N/N=C3\CCCC(=O)C3)sc2c1
→ 2.3, 3.4, 9.1, i, 44, i, i, -2, 4%, 4, -2, 5%, -4.8, 1036, 0.076, 0.51, 0.42, 0.15
COc1ccccc1C(=O)NC(C)c1ccccc1 (stereo unspecified)
→ 4.3, 4.3, 5.8, i, 53, i, i, -38, 2%, -7, -12, 9%, 1.8, 1153, -0.086, 0.57, -0.096, 0.79
COc1ccc(CNC(=O)CN(c2cc(C)cc(C)c2)S(=O)(=O)c2c(C)noc2C)cc1
→ 4.3, 4.0, 6.0, i, 43, i, i, -18, 6%, 17, -1, -7%, -2.2, 1131, -0.65, -0.27, -0.38, 0.55
O=C(NCc1nnc(SCc2ccccc2)n1-c1ccccc1)C12CC3CC(CC(C3)C1)C2
→ 4.6, 3.6, 8.3, i, 44, /, i, -12, 8%, -7, 2, -5%, -1.3, 1190, -0.48, -0.24, -0.45, 0.26
COCc1cc(C)n(CC(=O)Nc2ccc(Cl)cc2Cl)c(=O)c1C#N
→ 2.4, 1.4, 5.4, i, 44, i, i, -4, 11%, -20, -9, 12%, -5.0, 1115, -0.5, 0.21, 0.093, -0.016
O=C(O)c1c(N2CCCCC2)ccc([N+](=O)[O-])c1N1CCCCC1
→ /, /, /, i, 28, i, /, /, 1%, /, /, 9%, -0.2, 1140, -0.87, -0.16, -0.6, 0.92
CC1=C(C)[N+](=O)C2(O)CCCCC2(C)N1[O-] (stereo unspecified)
→ 3.4, 2.3, 3.8, i, 36, i, i, 7, 4%, 14, -8, 9%, 4.6, 1372, 0.94, -0.22, -0.48, -1.1
O=c1c(Cl)c(NCc2ccccc2)cnn1C12CC3CC(CC(C3)C1)C2
→ 3.1, 4.0, 3.6, i, 45, i, i, -2, 11%, -13, -21, -16%, /, /, 0.038, -0.3, -0.41, 0.22
CSCCC(NS(=O)(=O)c1ccc2c(c1)OCCO2)C(=O)NCCc1ccccn1 (stereo unspecified)
→ 6.6, 2.3, 6.4, i, 23, i, i, 22, 7%, 15, 27, -2%, 0.7, 1192, -1.2, 0.057, -0.34, 0.3
Cc1nc(S/C(=C/c2ccc(-c3cccc(Cl)c3)o2)C(=O)O)n[nH]1
→ 3.0, 2.5, 5.8, i, 56, /, i, -25, -8%, 71*, 64*, 14%, /, /, -0.25, 0.18, -0.16, 0.0016
Cc1ccc(C(=O)NC(=S)Nc2c(C)ccc3nsnc23)cc1
→ 2.9, 2.1, 6.7, i, 54, i, i, 2, 9%, 24, 11, 15%, -0.3, 929, -0.23, -0.31, -0.44, 0.63
CCN(CC)S(=O)(=O)c1ccc2oc(C(=O)NCc3ccc(F)cc3)c(C)c2c1
→ 4.3, 5.1, 8.8, i, 4, i, i, -1, -2%, -5, -1, -18%, /, /, 0.23, -0.14, 0.5, -0.25
O=C(O)Cn1cc2c(n1)CCCCC2
→ 1.6, 1.0, 4.4, i, 39, i, i, 44, -2%, -31, -16, 1%, 1.0, 1417, -0.58, -0.22, -0.18, 0.36
Oc1ccc(C[C@H]2CNC(=S)N2CCc2cc(C(F)(F)F)cc(C(F)(F)F)c2)cc1
→ 2.5, 2.2, 9.6, /, /, i, i, -5, 3%, 28, 14, -2%, -0.2, 1174, -0.35, -0.31, 0.059, 0.01
C=CCn1c(=S)sc2c(=O)[nH]c(C)nc21
→ /, /, /, i, 35, i, /, /, -1%, /, /, 8%, -3.0, 1091, -0.072, 0.027, -0.064, 0.78
COCCn1c(=S)[nH]c2cc(C(=O)N3CCN(Cc4ccc5c(c4)OCO5)CC3)ccc2c1=O
→ 4.2, 3.7, 4.4, i, 56, i, i, -7, 3%, -7, -5, 5%, -0.8, 1490, -1, -0.33, -0.41, 0.092
COc1ccc(CCNC(=O)N2CCOCC2)cc1
→ 2.5, 1.8, 2.2, i, 31, i, i, -9, -5%, -7, -22, -8%, 5.3, 398, -0.86, -0.2, -0.4, 2
COc1ccccc1C1(CCN=Cc2ccc(N(C)C)cc2)CCOC(C)(C)C1 (stereo unspecified)
→ /, /, /, i, 30, i, /, /, 7%, /, /, 4%, 0.3, 1317, -0.48, -0.24, -0.21, 0.43
CN(C)CCNC(=O)CCCNC(=O)Cn1cnc2sc3c(c2c1=O)CCCC3
→ 1.6, 1.7, 6.0, i, 10, i, i, -5, 10%, 2, 2, 3%, -2.3, 1236, -0.57, 0.023, -0.14, -0.024
N/C(=N\OC(=O)Cc1cccs1)c1cccc([N+](=O)[O-])c1
→ 2.6, 2.4, 9.3, i, 47, i, i, -19, -2%, -3, -8, 5%, -1.3, 953, -0.1, 0.065, -0.42, 0.53
COc1ccc(OC)c(-n2c(-c3cc(-c4ccco4)[nH]n3)n[nH]c2=S)c1
→ 2.4, 2.5, 6.8, i, 38, i, i, -37, 7%, -5, 6, -7%, -0.2, 1564, -0.24, -0.28, -0.015, 0.67
COC(=O)C1=C(C(=O)OC)[C@@H]2Nc3ccccc3[C@@]23C[C@@H](C(=O)OC)N=C3N1
→ /, /, /, i, 13, i, /, /, 1%, /, /, 24%, -0.3, 1113, -1.6, -0.49, -0.55, 0.77
COC(=O)CCCC1=CC2=C(c3ccccc3)C(=O)C(C)(OC(=O)C3CCCC3)C(=O)C2=CN1C1CCCC1 (stereo unspecified)
→ /, /, /, i, 16, i, /, /, 6%, /, /, 5%, -1.9, 1224, -0.62, -0.62, -0.23, -0.091
Cc1ccc2cccc(NC3OC(=O)c4ccccc43)c2n1 (stereo unspecified)
→ 1.4, 4.6, 8.1, i, 34, i, i, -8, 2%, -4, -7, 51%, 1.6, 496, -0.19, 0.19, -0.3, 0.25
C/C(=N\NC(=O)c1ccccc1)c1ccccc1Br
→ 5.3, 1.8, 2.4, i, 50, i, i, 2, 3%, -4, -28, -7%, -1.7, 997, 0.73, -0.29, 0.25, -0.56
CCOC(=O)c1sc(NC(=O)CSc2n[nH]c(CC)n2)nc1C
→ 3.8, 1.9, 6.5, i, 21, i, i, -7, -1%, 1, -11, 13%, 0.7, 1063, 0.15, -0.34, 0.41, 0.27
COc1ccc(-c2[nH]ncc2CN2CCN(C(=O)c3ccco3)CC2)cc1F
→ 4.6, 2.6, 2.7, i, 47, i, i, 16, 3%, 14, 3, 0%, 1.9, 943, -1.4, -0.28, -0.56, 0.83
CC(C)CNC(=O)c1ccc(Cl)c(Cl)c1
→ 2.6, 1.3, 3.2, i, 13, i, i, -13, 7%, -6, 4, -6%, -1.4, 993, -1.8, -0.14, -0.63, 1.5
Cc1cccc(C)c1Nc1nnc(SCc2nc3ccccc3s2)s1
→ 3.5, 2.1, 11, i, 21, i, i, -13, -2%, 23, 2, 15%, -0.9, 1094, -0.12, -0.0066, 0.08, -1.4
COc1ccc(-n2nnnc2SCC(=O)Nc2nnc(C)s2)cc1
→ 2.4, 1.7, 7.9, i, 36, i, i, -4, -13%, -2, -5, -1%, /, /, 0.9, -0.043, 1.1, 0.025
Nc1ccc(C2CCCc3nonc32)c2nonc12 (stereo unspecified)
→ 3.3, 2.5, 9.7, i, 32, i, i, -1, 4%, -34, -7, 9%, -3.2, 1060, -0.52, -0.22, 0.1, 0.78
O=C(CNC(=O)c1ccco1)OCC(=O)c1ccc2ccccc2c1
→ 2.3, 0.9, 7.7, i, 20, i, i, 3, 4%, -3, -2, 7%, -0.8, 1487, -0.31, -0.2, 0.064, -0.037
CC(=O)c1cnc(SCCN2C(=O)c3ccccc3C2=O)nc1C
→ 2.7, 1.2, 4.2, i, 39, i, i, 1, -9%, 19, -4, -12%, 0.3, 1356, 1.3, -0.17, 0.23, -1.1
O=C1C=C(N(CCO)Cc2ccccc2)c2ccccc2C1=O
→ 2.2, 1.4, 1.0, /, /, >100µM*, i, 27, 7%, 38, 8, 49%, -1.2, 1061, -1.3, 0.49, -0.62, 0.14
COc1cc2c(cc1OC)[C@@H]1Cc3cc4c(cc3[C@H](C2)N1C)OCO4
→ 3.0, 3.6, 8.3, i, 32, i, i, 22, 9%, -1, 0, -2%, /, /, -0.025, -0.27, 0.33, 0.55
